# High-throughput results deposited in PubChem BioAssay by National Center for Advancing Translational Sciences (NCATS).
# MBNL1 CUG block: inhibitors of human MBNL1 binding to CUG repeat RNA; Q9NR56; Potency, µM (doses to about 57.5 µM), for inactives: top-dose activity change, negative = inhibition, usual class: inhibitors; TR-FRET MBNL1-His/biotin-(CUG)12 binding, 665/545 ratio; hit rate 0.036% among 280,000; active means well fitted inhibition curve with a large enough effect in the signal ratio, with a control signal flat, not every such curve was filed as active; inconclusive means small, poorly fitted or top-dose-only effect, or effect the other way, or a change in a side signal; inactive means no such curve, though single readings can be large or run the other way; the % refers to the signal ratio; further: potency means the concentration at half of the fitted maximal effect; on the % scale 0 is the no-effect control and ±100 the full control effect
# Target sequence (Q9NR56 whole entry, looked up): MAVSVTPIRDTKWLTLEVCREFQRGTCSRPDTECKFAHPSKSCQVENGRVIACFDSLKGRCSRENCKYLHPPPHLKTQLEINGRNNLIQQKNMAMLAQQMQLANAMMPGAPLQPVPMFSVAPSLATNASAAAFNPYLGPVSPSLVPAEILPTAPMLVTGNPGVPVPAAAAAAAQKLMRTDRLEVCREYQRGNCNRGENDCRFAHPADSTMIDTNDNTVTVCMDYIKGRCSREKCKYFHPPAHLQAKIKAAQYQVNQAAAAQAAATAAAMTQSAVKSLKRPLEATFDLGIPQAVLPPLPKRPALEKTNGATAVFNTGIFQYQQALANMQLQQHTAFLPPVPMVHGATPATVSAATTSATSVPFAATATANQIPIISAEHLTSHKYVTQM
#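 TR-FRET between His-tagged MBNL1 and biotin-(CUG)12 RNA, detected with Tb anti-His antibody (0.055 ng/ul) and streptavidin-XL665 (5 nM), 60 min at room temperature. Compounds titrated 92 nM to 58 uM; 665/545 nm ratio normalized to buffer and complex controls.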
# TCR act: activators of T cell receptors. Potency, µM (titrated, usually from 9.22 µM), for inactives: at the highest dose activation of IL-2 secretion, most hits filed as activators. 330,000 tested, under 10 active. primary human leukocytes, anti-CD3, IL-2 HTRF, 48 h; further: % of control where 0% means no effect
#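 IL-2 release read by HTRF sandwich (Eu cryptate donor, d2 acceptor, 665 nm emission) after 48 hr exposure of primary human leukocytes to compound together with anti-CD3 beads in the absence of co-stimulatory signals.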
# Mito fusion yeast: blocks mitochondrial division or promotes mitochondrial fusion | S. cerevisiae fusion-defective mutant growth rescue, CellTiterGlo 48 h | Potency, µM (titrated, usually from 46.1 µM), without a hit: at the top dose growth rescue (activation), actives largely listed as activators | hit rate 0.23% among 320,000 | AID 485298;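 further: potency means the concentration at half of the fitted maximal effect; % of control where 0% means no effect; nearly all actives have a fitted effect of over 45% in size; temperature-sensitive fusion mutants such as fzo1-1 at 37 °C on non-fermentable ethanol glycerol medium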
#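 Growth-rescue viability read-out: after 48 h at the non-permissive 37C in glycerol/ethanol YPEG, yeast mitochondrial fusion mutants are measured by CellTiterGlo luminescence; compounds (23 nl pinned per well) restoring growth score as division inhibitors or fusion activators.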
# TSG101-PTAP inh: blocks PTAP/TSG101 interaction to inhibit HIV-1 budding; Fluorescence polarization, FITC-PTAP peptide / Tsg101 binding; Potency, µM (top dose mostly 115 µM), for inactives: at the top dose activity change, negative = inhibition, usual class: inhibitors; 340,000 tested, under 10 active; AID 493005; active means well fitted inhibition curve with a large enough effect in the main read-out, with a control signal flat, not every such curve was filed as active; inconclusive means small, poorly fitted or top-dose-only effect, or effect the other way, or a change in a side signal; inactive means no such curve, though single readings can be large or run the other way; further: potency means the concentration at half of the fitted maximal effect; % of control where 0% means no effect
#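 Fluorescence polarization binding of Tsg101 binding domain (10 uM final) to FITC-labeled PTAP peptide (50 nM final) in HEPES pH 7.5 buffer with NaCl, Tween 20, EDTA, TCEP. Compounds added before peptide; binding 20 min at RT.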
# CXXC DNA block: MLL CXXC-DNA interaction inhibition | MLL-CXXC / FITC-HOXA9 DNA fluorescence polarization | Potency, µM (highest dose often 115 µM), inactives show at the top dose activity change, negative = inhibition, actives largely listed as inhibitors | hit rate 0.037% among 290,000 | AID 2662; active means well fitted inhibition curve with a large enough effect in the polarisation, with a control signal flat, not every such curve was filed as active; inconclusive means small, poorly fitted or top-dose-only effect, or effect the other way, or a change in a side signal; inactive means no such curve, though single readings can be large or run the other way; the % refers to the polarisation; further: potency means the concentration at half of the fitted maximal effect
#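 Fluorescence polarization: 7 uM MLL-CXXC (stock) preincubated 5 min with compounds, then 50 nM fluorescein-HOX-A9 DNA (stock) added; 30 min ambient. Buffer 50 mM Tris-HCl pH 7.5, 50 mM NaCl, 1 mM DTT, 0.05% BSA.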
# Menin MLL FP TR: displaces Texas Red mutant MLL peptide from human menin. hit rate 0.23% among 270,000. AID 1768. Potency, µM (highest dose often 61.6 µM), for inactives: top-dose FP activity change, negative = inhibition, hits mostly inhibitors. O00255. Menin + Texas Red MLL mutant peptide, fluorescence polarization; active means well fitted inhibition curve with a large enough effect in the polarisation, with a control signal flat, not every such curve was filed as active; inconclusive means small, poorly fitted or top-dose-only effect, or effect the other way, or a change in a side signal; inactive means no such curve, though single readings can be large or run the other way; the % refers to the polarisation; further: potency means the concentration at half of the fitted maximal effect; % of control where 0% means no effect; many of its hits are not listed in these tables
# Target sequence (O00255 whole entry, looked up): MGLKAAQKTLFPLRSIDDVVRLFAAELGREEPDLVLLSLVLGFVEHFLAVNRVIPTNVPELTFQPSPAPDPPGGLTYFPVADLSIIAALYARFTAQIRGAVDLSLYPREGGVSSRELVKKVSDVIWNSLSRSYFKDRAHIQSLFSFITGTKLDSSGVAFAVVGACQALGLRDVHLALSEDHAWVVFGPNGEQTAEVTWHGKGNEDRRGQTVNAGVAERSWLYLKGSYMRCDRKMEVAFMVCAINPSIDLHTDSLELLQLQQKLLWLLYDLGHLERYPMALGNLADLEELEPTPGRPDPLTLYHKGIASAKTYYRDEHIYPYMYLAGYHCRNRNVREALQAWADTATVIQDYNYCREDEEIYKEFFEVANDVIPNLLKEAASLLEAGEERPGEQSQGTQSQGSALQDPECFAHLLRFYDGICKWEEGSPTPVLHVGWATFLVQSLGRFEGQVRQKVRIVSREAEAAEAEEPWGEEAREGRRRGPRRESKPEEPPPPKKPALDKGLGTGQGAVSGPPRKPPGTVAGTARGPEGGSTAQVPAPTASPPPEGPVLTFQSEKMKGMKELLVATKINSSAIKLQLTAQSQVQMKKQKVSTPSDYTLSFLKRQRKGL
# TSHR antag: antagonists of human thyroid stimulating hormone receptor. P16473. TSHR-expressing cells, TSH-stimulated cAMP HTRF, 2 h; stronger effect = lower value. activity change, negative = inhibition, % at 11.5 µM. hit rate 0.2% among 330,000;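 active means activity change below a set negative limit, meaning inhibition stronger than a set level, cut at about -70% in these data; inconclusive means activity change between two set negative limits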; further: on the % scale 0 is the no-effect control and ±100 the full control effect
#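 Freshly harvested TSHR cells receive pin-tooled compound, then EC80 TSH at 4nM final. After 2 hours at 37 deg C, antibody in lysis buffer and cAMP-d2 are added; 30 minutes at ambient temperature precede the HTRF read.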
# a7 integrin act: activates integrin-mediated alleviation for muscular dystrophy; hit rate 0.064% among 350,000; AID 624291; Potency, µM (titrated, usually from 38.3 µM), for the others: top-dose activation, hits mostly activators; alpha7betagal myoblasts, beta-gal FDG fluorescence, 48 h;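 further: potency means the concentration at half of the fitted maximal effect; 100% = response of the positive control SU9516; nearly all actives have a fitted effect of over 60% in size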
#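 Alpha7betagal+/- myoblasts (passage 13) were plated 16-24 hr, then exposed to compounds (1:260 dilution of DMSO stock) for 48 hours at 37C. After MPER lysis, β-galactosidase reporter activity was read as FDG fluorescence (ex 480/em 540) after 30 minutes.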
# AT treatment: potential ataxia-telangiectasia treatment. Potency, µM (highest dose often 57.5 µM), for inactives: at the highest dose activation, hits mostly activators. […] A-T fibroblasts, KAP-1 phosphorylation AlphaLISA; neocarzinostatin DNA damage 30 min before lysis. AID 485349. hit rate 0.19% among 320,000; further: potency means the concentration at half of the fitted maximal effect; % of control where 0% means no effect; nearly all actives have a fitted effect of over 45% in size
#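 ATM-like activity read as KAP-1 phosphorylation via AlphaLISA donor/acceptor antibody pairs after lysis and 6 hr at 25C. Cells were ATM-null patient fibroblasts ([…], hTERT), dosed 60 min, then exposed to the DSB inducer NCS for 30 min.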
# S-ASM inh: human S-ASM enzyme inhibition | AID 504937 | hit rate 0.006% among 340,000 | Potency, µM (top dose mostly 57.5 µM), for inactives: top-dose activity change, negative = inhibition, hits mostly inhibitors | placental ASM, HMU-PC fluorogenic substrate, 60 min | P17405; further: potency means the concentration at half of the fitted maximal effect
#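 Fluorescence read-out (Ex 386 nm, Em 447 nm) after stopping the reaction at pH 10. Enzyme: ASM from human placenta; substrate HMU-PC0, 9 uM final; 60 min, 37 °C. Compound preincubation 10 min, ambient temperature.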
# * marks the source's active call; other numbers are inactive results; i = inactive; ? = inconclusive; nt = no result given; & = joins results of further samples; ! = not confirmed by another sample; [ ] = dose if it differs, or a comment. Unless noted, the call rests on the fitted dose curve; in most records, active means well fitted curve in the direction sought with a large enough effect; inconclusive means small, poorly fitted or top-dose-only effect, or another doubt; inactive means no such curve, though single readings can be large; an effect the other way counts as inactive or inconclusive. Some of the compounds tested; rates above refer to the full screens.
SMILES,MBNL1 CUG block,TCR act,Mito fusion yeast,TSG101-PTAP inh,CXXC DNA block,Menin MLL FP TR,TSHR antag,a7 integrin act,AT treatment,S-ASM inh
CN1CCN(c2ccc([N+](=O)[O-])cc2Cl)CC1,?,2%,5%,1%,3%,1%,0,13%,-1%,-2%
Cc1ccc(S(=O)(=O)N(c2cc(Cl)c(O)c(Cl)c2)P(=O)(OC(C)C)OC(C)C)cc1,-2%,-54%,3%,1%,12%,-1%,-2,-19%,4%,2%
COc1cc(C(=O)OC2C[C@H]3CC[C@@H](C2)N3)ccc1O (some centres undefined),-10%,4%,-2%,-4%,-1%,-13%,-6,14%,8%,2%
CC12CN3CC(C)(CN(C1)C3c1ccncc1)C2=O (centres undefined),0%,-17%,6%,-3%,-3%,2%,33,-8%,8%,2%
CC1CCN(C(=O)C(C)Cl)CC1 (centres undefined),6%,-3%,5%,-2%,11%,6%,10,-3%,-3%,-1%
O=c1[nH]c(=O)n(CCC2=CCCCC2)c(O)c1/C=N/Nc1ccccc1,-1%,-2%[46.1 µM],1%,-2%,3%,-8%,24,4%,2%,-2%
COc1ccc(NP2(=O)OCC(C)(N)CO2)cc1 (centres undefined),nt,-2%,nt,1%,nt,nt,nt,-5%,nt,2%
Cn1cc([N+](=O)[O-])c(C(=O)Nc2ccc3c(C(F)(F)F)cc(=O)oc3c2)n1,?,-16%,-3%,-2%,32%[activator],nt,-18,-30%,2%,-1%
Oc1ccc(O)c2c1C1(Cl)C(Cl)=C(Cl)C2(Cl)C1(Cl)Cl,nt,-17%,nt,-7%,nt,nt,nt,-28%,nt,-6%
CN1c2ccc([N+](=O)[O-])cc2CC2(C(=O)NC(=O)N(c3ccc(Br)cc3)C2=O)C1c1ccccc1 (centres undefined),17%,0%[46.1 µM],18%,0%,0%,?,-4,20%,-4%,-22%
NC(N)=NC(=O)c1nc(Cl)c(N)nc1N,?,-8%&10%&-7%,16µM*!,-2%&-2%&-2%,4%&-10%,8%,-4&4,nt,-6%,458%[activator]
CCN(CC)C(=O)c1ccc(NC(=O)c2cccc(S(=O)(=O)N3CCN(Cc4ccccc4)CC3)c2)cc1,nt,2%,-2%,-3%,nt,nt,-3,-24%,-14%,0%
Cc1cccc(C(=O)OCc2cc3ccccc3[nH]c2=O)c1,77%[activator],15%,1%,4%,8%,-4%,-5,1%,18%,-1%
CCCNC(=O)N1[C@H]2CC[C@@H]1C(C(=O)OC)=C(c1ccc(F)cc1F)C2,nt,3%,-3%,0%,nt,nt,-5,11%,2%,3%
CCOP(=O)(OCC)C(O)c1cccnc1 (centres undefined),-6%,0%,0%,-3%,1%,nt,6,12%,-15%,4%
FC(F)(F)c1ccccc1CCN1CCNCC1,5%,-1%,-2%,-3%,23%,8%,0,2%,1%,5%
O=C(Nc1ccc2ccccc2c1)N1C[C@H]2C[C@@H](C1)c1cccc(=O)n1C2,9%,-4%,0%,1%,5%,nt,19,6%,0%,8%
S=P(NCCSCc1ccccc1)(N1CC1)N1CC1,nt,3%,nt,-5%,nt,nt,nt,-17%,nt,-10%
COCCCNC(=O)c1c(N)n(Cc2ccco2)c2nc3ccccc3nc12,19%,4%,7%,-3%,-3%,nt,3,-42%,?,i
CCNC(=S)NCCC1=c2ccccc2=N/C1=C\c1c(O)n(C)c(=O)n(C)c1=O,nt,3%,-2%,0%,-7%,nt,-6,-13%,4%,3%
CNC(=O)c1cccn(Cc2ccc(C(F)(F)F)cc2)c1=O,-8%,-3%,-2%,-1%,-1%,-15%,6,-10%,1%,0%
CC(=O)C1CCC2C3CCC4CC(O)CCC4(C)C3CCC12C (centres undefined),nt,-1%,15%,0%,nt,nt,5,nt,10%,-7%
[N-]=[N+]=NCc1cn2cccnc2n1,-1%,-2%,-3%,0%,-7%,16%,26,14%,-7%,4%
O=c1[nH]c2ccccc2c(=O)n1-c1ccc(Cl)cc1Cl,nt,nt,-2%,-3%,12%,4%,-2,-24%,4%,6%
O=P(O)(Oc1ccccc1)c1ccccc1,nt,-1%,nt,-1%,nt,nt,nt,15%,nt,-4%
COC(=O)C1=C(c2ccc(Cl)c(C(F)(F)F)c2)C[C@@H]2CC[C@H]1N2C(=O)NCc1cc(C)oc1C(F)(F)F,nt,0%,1%,-5%,nt,nt,-8,-39%,1%,-5%
Cc1ccc2nc(N3CCN(C)CC3)[nH]c2c1,-9%,2%,5%,-2%,0%,-2%,6,1%,-3%,-1%
CC(C)(C)NC(=O)NC(=O)CN1CC=C(c2ccccc2)CC1,-18%,2%,8%,0%,1%,-7%,-8,-18%,5%,12%
COc1ccc(C(=O)NC(=S)N2C[C@H]3C[C@H](C2)c2cccc(=O)n2C3)cc1,-5%,0%,2%,1%,6%,0%,-9,9%,-1%,0%
O=C(O)C1CSC(c2cccnc2)N1 (centres undefined),4%,0%,0%,-3%,-3%,3%,-8,19%,-14%,-3%
CCCNc1nc(OC)nc(N2CC3CC(C2)c2cccc(=O)n2C3)n1 (centres undefined),nt,6%,2%,-5%,5%,1%,-5,-13%,1%,4%
COc1cc2c(C(=O)N3CCN(C)CC3)c(C)n(C)c2cc1Br,4%,-4%,0%,-14%,1%,-6%,-3,1%,0%,4%
COC(=O)C1=C(c2ccc(F)cc2OCc2ccccc2)C[C@@H]2CC[C@H]1N2C(=O)NCc1ccco1,nt,3%,9%,nt,nt,nt,14,-2%,-1%,0%
COC(=O)[C@@H](N)CCCN=C(N)N[N+](=O)[O-],-5%,7%,-2%&9%,-2%,0%&-8%,-2%,-18&26,nt,-62%[inhibitor],2%
CN(CCc1ccccc1)Cc1c[nH]c2ccccc12,3%,3%,-5%,1%,105%[activator],3%,-10,-63%[inhibitor],-10%,2%
CNCC(=O)c1ccccc1,nt,-3%,nt,-1%,nt,nt,nt,-4%,nt,-2%
COc1cc(O)cc2c1C(=O)OC(C)CCCC(=O)CCC/C=C\2 (centres undefined),-10%,1%,7%,0%,10%,0%,10,8%,-1%,2%
O=C(C[N+]12CCC(CC1)C(OC(=O)c1ccccc1)C2)c1ccc([N+](=O)[O-])cc1 (centres undefined),nt,2%,3%,1%,-9%,nt,2,12%,2%,-7%
CC(C)C12CN3CCN(CC(C3)C1O)C2 (centres undefined),0%,-3%,0%,-9%,4%,7%,nt,-23%,nt,0%
CCCCCCNc1nc(OC)nc(N2CC3CC(C2)c2cccc(=O)n2C3)n1 (centres undefined),nt,-2%,-4%,-3%,7%,-20%,5,0%,2%,-2%
O=c1c2ccccc2c(C=Nc2ccc(O)cc2)c(O)n1Cc1ccccc1,-2%,-1%,-2%,-7%,?,nt,-5,-32%,-14%,-4%
COc1cc(CN2CCCC(C(=O)c3sccc3C)C2)cc(Cl)c1O (centres undefined),2%,0%,-2%,1%,0%,-1%,18,-17%,-1%,0%
O=c1c2cc(Br)ccc2[nH]c(=S)n1-c1ccccc1,-4%,nt,-1%,1%,15%,-24%,6,6%,-5%,0%
CCCNS(=O)(=O)c1ccc(OCC(=O)N2CCN(Cc3ccc4c(c3)OCO4)CC2)cc1,3%,2%,-2%,-5%,5%,0%,-14,-26%,-6%,1%
CCC(=NC1CCN(Cc2ccccc2)CC1)c1c(O)[nH]c(=O)[nH]c1=O,-3%,-7%,-2%,-4%,1%,17%,38,-19%,15%,0%
C=CCn1c(=O)c(C=Nc2cccc([N+](=O)[O-])c2)c(O)n(CCCC)c1=O,4%,-5%,1%,-2%,8%,-2%,-6,-22%,3%,-12%
CC1(C)CN=C(Nc2nc3ccccc3s2)S1,-3%,-1%,6%,5%,-1%,11%,-6,25%,12%,0%
O=C1NC(=S)N(c2ccc(F)cc2)C(=O)/C1=C/c1ccco1,5%,nt,-2%,nt,?,8%,-3,nt,0%,nt
O=C(O)c1ccccc1N=Nc1c(O)[nH]c(=O)[nH]c1=O,nt,-4%,-6%,-5%,-2%,nt,-13,?,-7%,-6%
O=C1/C(=C\c2ccc(Cl)cc2Cl)N2CCC1CC2,1%,-6%,-13%,-1%,-3%,nt,-18,-21%,38%,-4%
COC(=O)C1=C(c2cccc(Cl)c2)C[C@@H]2CC[C@H]1N2C(=O)NCC1CC1,nt,3%,13%,-8%,nt,nt,57,12%,25%,-6%
CCn1cc(C=C2C(=O)N(C)C(=O)N(C)C2=O)c2ccccc21,3%,-2%,-2%,-4%,-17%,13%,13,21%,-11%,2%
